Screening results: PubChem, several laboratories
NR2E3 ag-1: NR2E3 agonists in two-hybrid cells, primary screen, cell-based, luminescence, CHO-S, Gal4-NCOR/VP16-NR2E3 | Photoreceptor-specific nuclear receptor (Homo sapiens), Q9Y5X4 | luciferase | inhibition of corepressor binding, % at 3.98 µM | actives 0.35% (n = 360,000) | AID 602229, 2012;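 active means inhibition above the mean of all tested compounds plus 3 SD, cut at about 70% in these data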;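 further: 0% = DMSO with NR2E3 transfected cells and 100% = cells lacking NR2E3 construct; higher means lower luciferase signal from less NR2E3 corepressor binding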
Target sequence (Q9Y5X4 whole entry, looked up, the tested form may be a part): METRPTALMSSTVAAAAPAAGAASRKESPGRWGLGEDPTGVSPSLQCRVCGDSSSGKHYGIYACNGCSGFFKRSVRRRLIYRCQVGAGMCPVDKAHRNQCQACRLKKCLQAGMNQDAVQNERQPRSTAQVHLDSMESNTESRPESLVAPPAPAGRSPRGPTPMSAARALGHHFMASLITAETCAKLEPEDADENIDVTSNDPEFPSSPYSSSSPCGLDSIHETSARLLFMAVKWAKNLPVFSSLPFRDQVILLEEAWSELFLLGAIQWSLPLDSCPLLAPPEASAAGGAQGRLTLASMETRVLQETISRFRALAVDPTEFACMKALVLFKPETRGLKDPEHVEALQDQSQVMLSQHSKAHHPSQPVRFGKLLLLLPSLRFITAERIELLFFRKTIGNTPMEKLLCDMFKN
Vif imaging: HIV Vif self-association inhibitors, primary screen, imaging, HEK293T, single point. HEK293T cells, Vif self-association by quenched fluorescence, 24 h. inhibition, % at 7.49 µM. actives 0.35% (n = 340,000); in the data active means inhibition above about 50%, passing the limit was not always enough; further: some results filed as inactive read as strong as hits
HIF-2a block: HIF-2a reporter inhibitors, primary screen, luminescence, 786-0 RCC cells. 786-0 RCC cells HIF-2a reporter, luciferase luminescence, overnight. inhibition, % at 18.8 µM. actives 0.72% (n = 360,000). AID 624352, 2012;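 active means inhibition of the luminescence signal of 40% or more relative to plate controls, in a single-dose primary screen at 18.75 µM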
CF NFkB inh: inhibitors of PAF-induced NF-kB signaling, primary screen, cell-based, GFP fluorescence, uHTS. KKLEB NF-kB-GFP reporter, GFP fluorescence overnight. inhibition, % at 5 µM. actives 0.86% (n = 360,000);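 active means at least 50% inhibition at 5 µM, scaled per plate between neutral and stimulator controls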;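 further: PAF is a Pseudomonas aeruginosa culture filtrate used as stimulus; plate controls were PAF-stimulated DMSO wells for no effect and unstimulated DMSO wells for full effect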
KKLEB cytotox: cytotoxicity in KKLEB CF airway cells, primary screen, cytotoxicity control for CF NF-kB inhibitor project, cell-based, uHTS, fluorescence assay plates; KKLEB CF airway cells viability, ATPlite luminescence, overnight; active compounds read low; cells stimulated with P. aeruginosa culture filtrate; activity change (cytotoxicity), % at 5 µM; actives 0.36% (n = 360,000);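 active means corrected activity change at or below -50% at 5 µM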
TRPM1 prom inh: inhibitors of MITF-dependent TRPM1 promoter reporter, primary screen, cell-based, SK-MEL-5, single point, luciferase; SK-MEL-5 TRPM1 promoter luciferase, 24 h; actives 0.83% (n = 330,000); inhibition, % at 12.5 µM;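 active means mean inhibition across replicates of 60% or more, whatever share of single replicates reaches that level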; further: values of inactives mirror those of a sister screen read the other way
PDI inh: inhibitors of human PDI, primary screen, biochemical, turbidity, single point, plate reader; PDI insulin aggregation turbidity, A650, 90 min; inhibition, % at 10 µM; Protein disulfide-isomerase (Homo sapiens), P07237; AID 588391, 2011; actives 0.052% (n = 350,000);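 active means mean inhibition across replicates of 30% or more, whatever share of single replicates reach that level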;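 further: absorbance from insulin aggregation driven by PDI reduction with DTT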
Target sequence (P07237 whole entry, looked up): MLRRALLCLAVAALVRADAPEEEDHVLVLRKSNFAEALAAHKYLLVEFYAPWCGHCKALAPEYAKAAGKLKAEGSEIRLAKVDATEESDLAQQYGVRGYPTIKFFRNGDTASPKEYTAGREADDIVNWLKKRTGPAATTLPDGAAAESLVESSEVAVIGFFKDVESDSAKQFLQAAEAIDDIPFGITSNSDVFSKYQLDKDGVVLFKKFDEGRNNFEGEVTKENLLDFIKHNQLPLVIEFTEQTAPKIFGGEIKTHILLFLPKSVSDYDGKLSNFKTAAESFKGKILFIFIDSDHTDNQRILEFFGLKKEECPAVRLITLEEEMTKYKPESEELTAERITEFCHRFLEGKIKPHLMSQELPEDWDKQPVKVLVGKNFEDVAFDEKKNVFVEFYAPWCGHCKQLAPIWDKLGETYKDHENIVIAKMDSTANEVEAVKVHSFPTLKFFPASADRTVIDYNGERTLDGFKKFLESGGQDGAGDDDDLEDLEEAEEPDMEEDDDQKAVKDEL
NR2E3 ag-2: inhibitors of NR2E3-RetCOR corepressor binding, primary screen, NR2E3 agonist project, biochemical, TR-FRET, GST-NR2E3, biotin-RetCOR | Photoreceptor-specific nuclear receptor (Homo sapiens), Q9Y5X4 | actives 0.12% (n = 320,000) | 1536-well | AID 2300, 2010 | inhibition of corepressor binding, % at 4.78 µM;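 active means percent inhibition above the cutoff of mean plus 3 SD of all tested compounds, set per screening campaign, cut at about 20% in these data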;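 further: 0% = DMSO wells and 100% = biotin wells as full block of FRET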
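system = GST-tagged NR2E3 plus biotinylated RetCOR corepressor | input = 1.35 nM GST-NR2E3 | also added = 7 nM biotin-RetCOR | schedule = 5 h incubation at 4 °C | measured by = TR-FRET with europium anti-GST and streptavidin-D2, 340 nm excitation | read-out = percent loss of FRET ratio relative to control wells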
Peg3 prom inh: Peg3 promoter-driven luciferase inhibitors, primary screen, cell-based, HeLa, luciferase luminescence | HeLa PEG-Prom luciferase reporter, overnight | inhibition, % at 20 µM | actives 1.7% (n = 360,000) | AID 588405, 2011;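 active means inhibition of at least 50% at 20 µM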
CaV13 FRET inh: Disruptors of the CACNA1D IQ motif to Ca2+-dependent inactivation inhibitor domain association, primary screening, Förster resonance energy transfer in intact living …; HEK cells, CFP/YFP FRET ICDI-IQ, plate reader, 10 min; percent FRET-ratio fall versus neutral wells; inhibition, % at 12.3 µM; AID 743397; actives 0.098% (n = 340,000);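 active means mean replicate inhibition of at least 30% and at least 1% of replicates passing that level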;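 further: 0% = median of the neutral control wells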
Shn3 inh set2: reduction of Shn3 3'UTR firefly luciferase signal, primary screen, Schnurri-3 inhibitor project, cell-based, Clone20 osteoblasts, set 2; Clone20 osteoblast Shn3 3'UTR firefly luciferase, 24 h; AID 588674, 2011; actives 0.52% (n = 360,000); inhibition, % at 12.5 µM;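 active means mean inhibition of at least 75% with every replicate also reaching 75%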;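 further: 0% = median of neutral control wells and 100% = pilot-screen positive control compound; some compounds past the cut are filed as inactive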
Active calls of the source: *; x = not tested or not shown.

SMILES | NR2E3 ag-1 | Vif imaging | HIF-2a block | CF NFkB inh | KKLEB cytotox | TRPM1 prom inh | PDI inh | NR2E3 ag-2 | Peg3 prom inh | CaV13 FRET inh | Shn3 inh set2
CCCCCCN1C[C@H](O)[C@@H](n2cc(C3CC3)nn2)C[C@@H]1c1ccc(OC)cc1 | 0 | 2 | -1 | 14 | -15 | x | 10 | x | -17 | -5 | 37
O=C(CSc1nc(-c2ccco2)cc(C(F)(F)F)n1)N1CCN(Cc2ccccc2)CC1 | -27 | 1 | 12 | 6 | -1 | 5 | 5 | 1 | 20 | -6 | 2
Cc1ccc(-c2cc(C(=O)N3CCN(c4ccccc4O)CC3)c3ccccc3n2)cc1 | -45 | 8 | -180 | 24 | -13 | -32 | 8 | 1 | -113 | -2 | -63
COc1cc(/C=C(/C#N)C(=O)Nc2cc(C(F)(F)F)ccc2Cl)ccc1OCC(=O)Nc1cccc(C(F)(F)F)c1 | -6 | 16 | 9 | 6 | 7 | 5 | -6 | x | 10 | -5 | 10
COCCNC(=O)CN(C(=O)CCC(=O)Nc1ccccn1)c1ccc(OC)cc1 | -1 | -1 | 10 | -4 | 2 | -7 | 9 | 2 | 14 | -5 | 6
Cc1ccccc1N(C=O)c1ccccc1C | -20 | 23 | 8 | 18 | -22 | -9 | 1 | x | 3 | -6 | 0
Nc1scn[n+]1Cc1cccc2cccnc12 | -17 | -6 | 14 | -3 | 7 | -3 | -1 | -2 | 17 | -1 | 8
Cn1c(Cn2c(=O)sc3ccccc32)nnc1SCC(=O)NC1CCCC1 | -9 | 1 | 12 | -4 | -1 | 6 | x | 2 | 6 | -5 | 9
COC(=O)C1=C(C)n2nnnc2NC1c1ccc(Cl)cc1 (configuration not stated) | -28 | -16 | 16 | -2 | 4 | -1 | 6 | 1 | 12 | -3 | 13
Cc1cc(C)c(NC(=S)NC(=O)c2ccc(-c3ccccc3)cc2)c(C)c1 | -11 | -7 | -14 | -11 | 4 | 16 | -5 | 0 | 31 | -6 | 33
CCOc1cc(C(=O)N2CCN=C2SC)cc(OCC)c1OCC | -14 | x | 6 | 2 | -9 | -1 | -2 | 4 | -5 | x | x
Cn1cccc1-c1nc2ccccc2[nH]1 | -62 | 3 | -168 | -2 | -1 | -55 | 8 | -3 | -117 | -5 | -28
CCn1cc(CNC(=S)Nc2cccc(Cl)c2C)cn1 | 11 | -7 | 11 | 2 | -14 | 7 | 9 | -1 | 11 | 6 | -1
COc1ccc(-c2c/c(=N\c3nc(-c4ccccc4)c(C)s3)c3ccccc3o2)cc1O | -61 | -84 | -16 | 34 | -9 | 29 | 2 | -1 | -93 | -5 | -19
CCOC(=O)c1cc(-c2ccco2)nc2c1c(C)nn2-c1cccc(Cl)c1 | -19 | 8 | 10 | 2 | -8 | 10 | 2 | 1 | 0 | -6 | -7
N#Cc1ccsc1NC(=O)CN1CCN(S(=O)(=O)c2ccccc2C(F)(F)F)CC1 | 5 | -8 | 19 | 24 | -8 | 6 | -4 | -2 | 20 | -3 | -31
Cc1cccc(-n2c(=S)[nH]c3nc4c(cc3c2=O)COC(C)(C)C4)c1 | -27 | 2 | 10 | 4 | 6 | x | 0 | -1 | 6 | -6 | 5
Cc1ccc(NC(=O)CSc2ncccn2)cc1S(=O)(=O)N1CCOCC1 | -45 | 9 | 8 | 24 | -12 | 11 | -2 | x | 4 | -2 | 0
Cc1ccc(C(=O)N2CCCc3ccccc32)c(Cl)c1 | 7 | -8 | -67 | -3 | 6 | x | -1 | x | -28 | -9 | -30
CC(NC(=O)CN1C(=O)NC2(CCCC2)C1=O)c1ccc(Cl)cc1Cl (configuration not stated) | -2 | 1 | -6 | 7 | 7 | -2 | -1 | x | 5 | -15 | 3
COc1cc(C2C(C#N)=C(N)Oc3cc(C)n(CCN4CCOCC4)c(=O)c32)cc(OC)c1OC (configuration not stated) | -4 | 13 | 21 | 2 | 0 | -3 | 0 | -3 | 8 | -5 | 10
COc1ccc(-n2nc(C(=O)NCc3ccco3)c3ccccc3c2=O)cc1 | -23 | 3 | 13 | 7 | 2 | 8 | 6 | 4 | 20 | -9 | -13
O=C(Nc1c(Cl)cc(Cl)cc1C(=O)NCC1CCCO1)c1ccco1 (configuration not stated) | -12 | 6 | 18 | 3 | -5 | 4 | -13 | 3 | 13 | -1 | -2
Cc1cccc(/C=N/NC(=O)CN2CCCCCCC2)c1 | -9 | -2 | 5 | -16 | 4 | 13 | -5 | -1 | -8 | -4 | 0
NC(=O)c1c(NC(=O)C2c3ccccc3Oc3ccccc32)sc2c1CCCCC2 | 4 | 9 | 24 | -14 | 16 | -6 | -7 | -1 | 10 | -7 | 11
COc1ccccc1C(=O)NC(CCSC)C(=O)NCCCSc1ccccc1 (configuration not stated) | -5 | -1 | 3 | -2 | -24 | 4 | -15 | 4 | 5 | -5 | 14
C=CCOC(=O)C1=C(C)N=c2s/c(=C3\C(=O)N(CC(=O)O)c4ccccc43)c(=O)n2C1c1ccc(OC)cc1 (configuration not stated) | -1 | -2 | 13 | 24 | 0 | 10 | 1 | 0 | 36 | -6 | 17
COc1cc2c(cc1NC(=O)COC(=O)[C@@H](NC(=O)c1ccccc1F)C(C)C)oc1ccccc12 | -16 | -4 | -56 | 7 | 3 | -4 | 1 | -2 | -75 | -3 | -27
O=C(N1CCOCC1)N1CCc2ccccc21 | 14 | -2 | 22 | -2 | 4 | 10 | 6 | -3 | 3 | 2 | -16
CNS(=O)(=O)c1cccc(C(=O)OCC(=O)Nc2ccc(OC)cc2[N+](=O)[O-])c1 | -23 | 9 | 6 | 2 | 6 | 4 | -2 | 4 | -1 | 9 | -16
C=C(C)Cn1c(N(CCO)Cc2ccccc2)nc2c1c(=O)[nH]c(=O)n2C | -4 | 0 | 20 | 8 | 2 | x | x | -4 | 2 | 1 | -19
COc1ccc(C2CC2/C(C)=N/OC(=O)c2ccc(F)cc2)cc1 (configuration not stated) | -27 | 10 | -24 | 8 | -4 | -5 | -6 | -4 | -32 | -4 | -8
CCC(C)OC(=O)c1cc(C)nc2c(Br)cc(Br)cc12 (configuration not stated) | 1 | x | 12 | 20 | -3 | 4 | -8 | 2 | 19 | -4 | 3
CCOC(=O)C1(C)CCCN1C(=O)c1snnc1C (configuration not stated) | -18 | 8 | -5 | -2 | 5 | x | 1 | x | -6 | -9 | -4
COc1cc(/C=N/n2c(C)n[nH]c2=S)ccc1OCc1ccccc1 | -13 | -12 | -72 | -2 | 6 | -9 | 2 | 3 | -60 | -4 | -2
COCCCNC(=S)N1CCN(c2nc(-c3ccccc3)cs2)CC1 | -1 | -1 | -22 | 4 | -2 | -7 | 1 | 3 | -4 | -21 | 15
O=C(NCCCN1CCN(Cc2ccccc2Cl)CC1)Nc1ccccc1 | -13 | 2 | 12 | -1 | 4 | 9 | 2 | 1 | 1 | -1 | -7
O=C(CCc1nc2ccccc2s1)OCC(=O)N1CCN(C(=O)c2ccco2)CC1 | 16 | 22 | 11 | 3 | 2 | 2 | 0 | -1 | 1 | -4 | -7
O=C(OCCN=C1NS(=O)(=O)c2ccccc21)c1ccccc1 | 21 | -4 | 8 | 11 | -6 | 2 | -1 | 2 | 24 | -5 | 9
O=C(Nc1ccc([N+](=O)[O-])cc1)/C(=C/c1cccc([N+](=O)[O-])c1)NC(=O)C1CCCCC1 | -31 | x | -7 | -41 | -8 | -8 | -6 | 0 | 26 | -4 | 19
Cc1cccc2cc(CN(CCN(C)C)C(=S)NCc3ccco3)c(=O)[nH]c12 | -2 | 3 | 26 | 14 | 3 | 8 | -11 | -2 | 12 | -13 | -10
CCCCN1C(=O)c2ccc(C(=O)Nc3ccc(S(=O)(=O)N(C)C)cc3)cc2C1=O | 7 | -8 | 20 | -5 | 11 | 3 | 6 | 4 | 7 | -15 | 10

Single records, as listed above:
O=C(OCCN=C1NS(=O)(=O)c2ccccc21)c1ccccc1 is listed as NR2E3 ag-1: 21; Vif imaging: -4; HIF-2a block: 8; CF NFkB inh: 11; KKLEB cytotox: -6; TRPM1 prom inh: 2; PDI inh: -1; NR2E3 ag-2: 2; Peg3 prom inh: 24; CaV13 FRET inh: -5; Shn3 inh set2: 9
Cc1cccc(/C=N/NC(=O)CN2CCCCCCC2)c1 is listed as NR2E3 ag-1: -9; Vif imaging: -2; HIF-2a block: 5; CF NFkB inh: -16; KKLEB cytotox: 4; TRPM1 prom inh: 13; PDI inh: -5; NR2E3 ag-2: -1; Peg3 prom inh: -8; CaV13 FRET inh: -4; Shn3 inh set2: 0
O=C(Nc1c(Cl)cc(Cl)cc1C(=O)NCC1CCCO1)c1ccco1 (configuration not stated) is listed as NR2E3 ag-1: -12; Vif imaging: 6; HIF-2a block: 18; CF NFkB inh: 3; KKLEB cytotox: -5; TRPM1 prom inh: 4; PDI inh: -13; NR2E3 ag-2: 3; Peg3 prom inh: 13; CaV13 FRET inh: -1; Shn3 inh set2: -2

Five compounds already listed, ordered by their value in NR2E3 ag-1, ascending.
structure	NR2E3 ag-1
CCOC(=O)C1(C)CCCN1C(=O)c1snnc1C (configuration not stated)	-18
C=C(C)Cn1c(N(CCO)Cc2ccccc2)nc2c1c(=O)[nH]c(=O)n2C	-4
Cc1cccc2cc(CN(CCN(C)C)C(=S)NCc3ccco3)c(=O)[nH]c12	-2
NC(=O)c1c(NC(=O)C2c3ccccc3Oc3ccccc32)sc2c1CCCCC2	4
O=C(CCc1nc2ccccc2s1)OCC(=O)N1CCN(C(=O)c2ccco2)CC1	16
